RGS4 act = RGS4 potentiation or activation; HEK293 M3R/inducible RGS4, carbachol calcium flux Fluo4; hits give low values; B-score at 10 µM; 310,000 tested, 0.92% active;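 active = B-score of the integrated calcium signal more than 4 SD below the library mean, with starting fluorescence not abnormally high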;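 also: negative B-score means reduced calcium response which marks RGS4 activation or potentiation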
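Material: M3R-expressing HEK293 line, RGS4 induced by doxycycline | Schedule: Overnight RGS4 induction, 30 min dye load 37 °C, 20 min compound RT | Measured by: Fluo4 fluorescence kinetic imaging of calcium | Read-out: Integrated calcium ratio converted to B score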
MrgX1 agonist = human MrgX1 receptor agonism, primary screen; Q96LB2; MrgX1-HEK293 cells, Fluo-4 calcium fluorescence, agonist mode; hits give high values; B-score at 10 µM; 310,000 tested, 0.44% active;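 active = calcium response B-score plate-corrected fluorescence ratio at least 3 library SD, with starting fluorescence B-score inside 5 SD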
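Test system: HEK293 cells stably expressing human MrgX1 receptor; Input: fifteen thousand cells per well; Dosing: compound delivered in addition one of three; Schedule: overnight seeding, then 1 h dark dye loading; Technique: Fluo-4 NW calcium fluorescence; Measure: B-scored fluorescence response ratio; Controls: positive and negative controls per plate.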
TRPC4 block = TRPC4 (mouse) channel inhibition; HEK293 TRPC4beta/mu-opioid, DAMGO-evoked Fluo4 calcium flux; hits give low values; B-score at 10 µM; 300,000 tested, 0.39% active; AID 2247;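 active = B-score over 3 SD under the library average, no early fluorescence shift, positive overall ratio signal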
Target sequence (Q9QUQ5 whole entry, looked up): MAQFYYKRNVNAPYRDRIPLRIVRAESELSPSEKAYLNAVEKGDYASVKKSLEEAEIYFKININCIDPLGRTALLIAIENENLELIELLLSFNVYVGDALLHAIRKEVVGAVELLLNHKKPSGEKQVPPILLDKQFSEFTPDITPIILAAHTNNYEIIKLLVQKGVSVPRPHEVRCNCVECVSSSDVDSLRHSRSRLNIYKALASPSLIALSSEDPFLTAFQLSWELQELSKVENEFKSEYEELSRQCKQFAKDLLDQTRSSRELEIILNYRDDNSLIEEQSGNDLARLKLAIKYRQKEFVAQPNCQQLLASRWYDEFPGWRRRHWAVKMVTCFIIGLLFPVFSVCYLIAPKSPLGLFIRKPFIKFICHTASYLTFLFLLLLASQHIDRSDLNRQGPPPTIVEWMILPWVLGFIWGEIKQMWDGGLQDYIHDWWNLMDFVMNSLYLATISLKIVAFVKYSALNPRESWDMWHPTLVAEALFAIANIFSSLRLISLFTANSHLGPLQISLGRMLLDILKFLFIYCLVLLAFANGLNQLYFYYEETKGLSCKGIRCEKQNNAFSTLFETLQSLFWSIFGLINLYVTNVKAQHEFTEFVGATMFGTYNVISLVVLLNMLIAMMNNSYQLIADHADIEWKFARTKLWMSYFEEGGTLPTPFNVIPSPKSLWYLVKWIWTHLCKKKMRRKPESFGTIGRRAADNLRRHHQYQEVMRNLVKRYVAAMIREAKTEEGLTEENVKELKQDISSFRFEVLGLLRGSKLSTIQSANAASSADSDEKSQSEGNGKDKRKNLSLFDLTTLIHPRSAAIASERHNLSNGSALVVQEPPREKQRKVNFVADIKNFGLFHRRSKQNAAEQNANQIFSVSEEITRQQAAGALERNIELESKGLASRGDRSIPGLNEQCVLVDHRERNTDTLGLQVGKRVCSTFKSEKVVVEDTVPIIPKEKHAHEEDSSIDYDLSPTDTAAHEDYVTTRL
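Assay system – HEK293 line stably carrying TRPC4beta and mu-opioid receptor · Doses – single dose · Detection – Fluo4 calcium-dye fluorescence, kinetic read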
Platelet DG rel = platelet dense granule release activity | human platelet-rich plasma, SFLLRN dense granule ATP release, luminescence | AID 1663 | inhibition, %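 (compounds screened at 7.5 µM in platelet-rich plasma)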 | 300,000 tested, 0.22% active;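 active = mean replicate score, as percent of positive control, at or above 50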
SKKanGAS inh = inhibitors of SKKanGAS S. pyogenes growth in kanamycin (SK-promoter or general growth effect). BacTiter-Glo, 6 h. 300,000 tested, 1.3% active. AID 1662. inhibition, % at 7.5 µM;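 active = mean replicate score, as percent of positive control median, at least 50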;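 also: strain carries kanamycin resistance gene driven by streptokinase promoter and grows in 40 µg/ml kanamycin; loss of luminescence reflects streptokinase promoter inhibition or plain growth inhibition; 0% = median of DMSO wells and 100% = positive control at its reference dose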
HIF activator = HIF pathway transcriptional activation. U2OS HRE-luciferase reporter, luminescence; normalized: DMSO 0%, desferrioxamine 100%. activation, % at 7.5 µM (by protocol). 300,000 tested, 0.32% active;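 active = mean activation of at least 10% of the iron chelator positive control signal, with at least half of replicates also reaching 10%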
TRPC6 activator = mouse TRPC6 channel activation; Q61143; HEK293-TRPC6 membrane potential dye fluorescence; hits give high values; B-score at 10 µM; 310,000 tested, 0.13% active; AID 2550;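 active = B-score of the integrated fluorescence ratio above library mean plus 3 SD, and starting fluorescence ratio within library mean plus 5 SD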;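 also: higher score means more depolarization so channel activation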
TRPC6 inh = mouse TRPC6 channel inhibition | B-score at 10 µM | HEK293-TRPC6, membrane potential dye, ACh-evoked depolarization; hits give low values | 310,000 tested, 1.1% active | AID 2553;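 active = B-score under library mean minus 3 SD, initial fluorescence not abnormally high, positive integrated signal ratio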;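 also: B-score derived from integrated fluorescence ratio over the kinetic read; more negative B-score means stronger inhibition of depolarization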
RGS4 block = inhibitors of human RGS4; 310,000 tested, 0.45% active; P49798; AID 463165; B-score at 10 µM; HEK293 M3R/RGS4 inducible, Fluo-4 calcium flux; hits give high values; triggered by carbachol at its EC20;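 active = B-score, a plate-corrected calcium signal, over three deviations above library mean, with baseline fluorescence within five deviations of library mean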;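 also: RGS4 expression induced by doxycycline in cells with stable M3 receptor; B-score is computed from the integrated fluorescence ratio over baseline after carbachol; higher B-score means a larger calcium signal and so more RGS4 inhibition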
MrgX1 antagonist = human MrgX1 receptor antagonism, primary screen; Q96LB2; MRGX1-HEK293 calcium flux, Fluo-4, BAM8-22 antagonism; hits give low values; B-score at 10 µM; 310,000 tested, 1.3% active;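 active = calcium-response B-score plate-corrected more than 3 library SD below zero, starting fluorescence within 5 deviations, no agonist response on first addition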;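 also: peak minus trough fluorescence over baseline after final BAM8-22 challenge near maximal dose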
MrgX1 PAM = allosterically activates human MrgX1 receptor signaling; Q96LB2; MrgX1-HEK293, Fluo-4 calcium flux, FDSS; hits give high values; B-score at 10 µM; 310,000 tested, 0.63% active; AID 588675;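 active = plate-corrected calcium response at least 3 library SD above typical, normal starting fluorescence, not activating the receptor alone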;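 also: compound read alongside a low EC10 to EC30 dose of BAM8-22 agonist; peak minus trough fluorescence over baseline measured at the second addition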
Numbers without * were called inactive; i = inactive; · = not tested or not shown.

Values in the order: MrgX1 antagonist | HIF activator | TRPC6 inh | TRPC4 block | MrgX1 PAM | Platelet DG rel | RGS4 act | TRPC6 activator | MrgX1 agonist | RGS4 block | SKKanGAS inh
COc1ccc(CC(=O)Nc2ccc(S(=O)(=O)N(C)C)cc2)cc1OC
 : i | -0.7 | i | i | i | 3 | i | i | i | i | -6
O=C(c1ccccc1)N1CCc2[nH]nc(-c3ccccc3)c2C1
 : i | -0.4 | i | i | i | -2 | i | i | i | i | -4
CCOC(=O)c1nnsc1NC(C)=O
 : i | -0.6 | i | i | i | -18 | i | i | i | i | -9
Cc1ccn(S(=O)(=O)c2ccc(C(C)(C)C)cc2)n1
 : i | -2.1 | i | i | i | 0 | -7.8* | i | i | i | -1
COc1ccc(O)c(CN2CCN(CCc3ccccc3)C(CCO)C2)c1 (centres undefined)
 : i | -0.5 | i | i | i | 6 | i | i | i | i | -8
Cc1cccc2[nH]c(CCNC(=O)C3CCC(=O)N(CCc4cccc(F)c4)C3)nc12 (centres undefined)
 : i | 0.0 | i | i | i | -1 | i | i | i | i | -1
COc1cc2c(C(=O)N3CCOCC3)c(CSc3ccccc3)n(C)c2cc1Br
 : i | 0.0 | i | i | i | -5 | i | i | i | i | -1
CCC(=O)Nc1ccc(NC(=O)Cc2ccccc2)cn1
 : i | 0.0 | i | i | i | 1 | i | i | i | i | 0
O=C(CSc1nnc2c3c4c(sc3ncn12)CCCC4)NCc1ccco1
 : i | -0.3 | i | i | i | 8 | i | i | i | i | 4
COc1ccc(N2CCN(Cc3nc4c(c(=O)n(C)c(=O)n4C)n3Cc3cccc(C)c3)CC2)cc1
 : i | -0.6 | i | i | i | 1 | i | i | i | i | 0
COc1ccccc1CCC(=O)OCC(=O)Nc1ccc2[nH]c(=O)[nH]c2c1
 : i | 1.8 | i | i | i | 4 | i | i | i | i | -1
CCOCCCNC(=O)C1c2ccccc2C(=O)N2CCc3ccccc3C12 (centres undefined)
 : i | -0.3 | i | i | i | 2 | i | i | i | i | 0
COc1cc(Cl)c(C)cc1NC(=O)CSc1cc(Cl)ccc1Cl
 : i | -0.3 | i | i | i | 15 | i | i | i | i | 31
CCOC(=O)c1c(-c2ccccc2)oc2ccc(OCC(=O)NNC(=O)CCC(=O)O)cc12
 : i | 1.1 | i | i | i | -8 | i | i | i | i | 2
COc1cc(C(O)P(=O)(OCC(C)C)OCC(C)C)cc(OC)c1OC (centres undefined)
 : i | 0.3 | i | i | i | 3 | i | i | i | i | -3
COc1ccccc1N=Nc1nc(-c2ccccc2)c(-c2ccccc2)[nH]1
 : i | 1.0 | i | i | i | 3 | i | i | i | i | 67*
O=C(Cn1cc2c(n1)CCCCC2)NCc1cccs1
 : i | 0.4 | i | i | i | -1 | i | i | i | i | 0
Cc1nnc(C)n1/N=C/c1ccc(C(=O)O)cc1
 : i | -0.9 | i | i | i | -3 | i | i | i | i | -6
CCOC(=O)c1ccc(NC(=O)CC2NCCNC2=O)cc1 (centres undefined)
 : i | -1.7 | i | i | i | -1 | i | i | i | i | -3
O=C(COC(=O)c1cc(Br)ccc1O)NNC(=O)c1ccc([N+](=O)[O-])cc1
 : i | -0.2 | i | i | i | -7 | i | i | i | i | 22
Cc1ccc2c(CN(C)Cc3ccccc3)cc(=O)oc2c1C
 : i | 3.7 | i | i | i | -2 | i | i | i | i | 16
Cc1oc(-c2ccccc2F)nc1CN1CCC(C(=O)NC2CCCCCCC2)CC1
 : · | -0.3 | i | i | · | -4 | i | i | · | i | -7
Cn1c(CNc2ccc(Cl)cc2)nc2ccccc21
 : i | 2.9 | i | i | i | 3 | i | i | i | i | 4
O=C(CCCn1cc([N+](=O)[O-])cn1)NCc1ccccc1
 : i | -0.2 | i | i | i | -8 | i | i | i | i | 0
Cc1nn(C)c(C)c1/C=C/C(=O)O
 : i | -0.4 | i | i | i | -5 | i | i | i | i | -5
Cc1cccc(Oc2coc3cc(OC(=O)c4cccs4)ccc3c2=O)c1
 : i | -26 | i | i | i | -6 | i | i | i | i | 19
COc1ccc(N2CC(C(=O)OCC(=O)NCc3ccccc3)CC2=O)cc1 (centres undefined)
 : i | -0.1 | i | i | i | -3 | i | i | i | i | 6
COc1ccc(Br)cc1/C=N/N1CCN(Cc2ccccc2)CC1
 : i | -0.8 | i | i | i | -23 | i | i | i | i | -15
CCOC(=O)C1CCN(C(=S)NC2CC3C=CC2C3)CC1 (centres undefined)
 : i | 0.1 | i | i | i | -3 | i | i | i | i | 27
COc1cc(/C=N/NC(=O)c2ccc3c(c2)OCCO3)c(Br)c(Br)c1O
 : i | 0.2 | i | i | i | -4 | i | i | i | i | 12
CCCCN1Cc2cc(C(=O)c3cc(F)ccc3O)cnc2NC1=O
 : i | · | i | i | i | · | i | i | i | i | ·
O=C(NC1(C(F)(F)F)NC(=O)N(c2ccccc2F)C1=O)c1ccncc1 (centres undefined)
 : i | -0.8 | i | i | i | 15 | i | i | i | i | -2
CCC1CN(C(=O)N2CCC(C(=O)NCc3ccccc3OC)CC2)c2cc(C)ccc2O1 (centres undefined)
 : i | -1.2 | i | i | i | -2 | i | i | i | i | 19
N#CC1=C(Nc2ccccc2Cl)SC(c2ccccc2O)NC1=O (centres undefined)
 : i | -28 | i | i | i | -10 | i | i | i | i | -1
COc1ccc(NC(=O)C(=O)NCC(=O)Nc2cccc(C(F)(F)F)c2)cc1
 : i | -0.3 | i | i | i | -1 | i | i | i | i | 8
Cn1c(=O)oc2cc(S(=O)(=O)NCc3ccccn3)ccc21
 : i | 0.0 | i | i | i | -1 | i | i | i | i | -7
Nc1nc(-c2ccco2)c(-c2ccco2)s1
 : i | -0.4 | i | i | i | -61 | i | i | i | i | -5
CCn1c(CCc2ccccc2)n[nH]c1=S
 : i | 0.3 | i | i | i | -5 | i | i | i | i | 2
Cc1ccc(C2C(C#N)=C(N)Oc3n[nH]c(-c4cccs4)c32)s1 (centres undefined)
 : i | 0.4 | i | i | i | -2 | i | i | i | i | -1
COC(=O)c1ccc(/C=N/N2CCN(Cc3ccccc3)CC2)cc1
 : i | 0.3 | i | i | i | 3 | i | i | i | i | -9
COc1ccc(CN2CCNC(=O)C2CC(=O)N(C)Cc2nccn2C)cc1OC (centres undefined)
 : i | -0.2 | i | i | i | 9 | i | i | i | i | -6
O=C(Cc1cccc2ccccc12)Nc1ccc(O)cc1C(=O)O
 : i | 0.1 | i | i | i | -1 | i | i | i | i | 0
COc1ccc(Cc2nnc(NC(=O)c3ccccc3F)s2)cc1OC
 : i | -1.5 | i | i | i | -2 | i | i | i | i | -7
Cc1ccc(NC(=O)NC2CC(=O)N(c3ccc4c(c3)OCCO4)C2)cc1 (centres undefined)
 : i | -0.1 | i | i | i | 1 | i | i | i | i | -14
COc1cc(C(=O)OCc2cc(=O)c(O)co2)ccc1OC(F)F
 : i | -0.2 | i | i | i | 23 | i | i | i | i | -5
CNC(=O)c1c(C)nn(-c2ccc(F)c(Cl)c2)c1-c1cc(C)on1
 : i | -0.4 | i | i | i | -2 | i | i | i | i | -1
N#Cc1ccc(C(=O)Nc2nnc(-c3ccco3)o2)cc1
 : i | -30 | i | i | i | 2 | i | i | i | i | -2
Cc1csc(=O)n1CCC(=O)OCC(=O)Nc1ccc(Cl)cn1
 : i | 1.5 | i | i | i | -2 | i | i | i | i | -7
O=C(CSc1ccc2nnc(CCNS(=O)(=O)c3ccccc3)n2n1)Nc1nc2ccccc2s1
 : i | -0.4 | i | i | i | 5 | i | i | i | i | 6
COc1cc(-c2nc(CN(C)Cc3nnc(C)o3)c(C)o2)ccc1F
 : i | 0.2 | i | i | i | -3 | i | i | i | i | 9
COc1ccc(Cc2nc3ccc(S(N)(=O)=O)cc3[nH]2)cc1OC
 : i | 0.1 | i | i | i | 2 | i | i | i | i | -11
CCOC(=O)Cc1nn(Cc2nc(-c3ccc(C#N)cc3)cs2)c(=O)c2ccccc12
 : i | 0.4 | i | i | i | 13 | i | i | i | i | -2
OC(COc1ccc(-c2ccccc2)cc1)CN1CCOCC1 (centres undefined)
 : i | 1.9 | i | i | i | -1 | i | i | i | i | -16
N#CCCn1cc(C(N)=O)c(-c2ccc3ccccc3c2)n1
 : i | -0.8 | i | i | i | 4 | i | i | i | i | -5
O=C(CSCc1ccc(F)cc1)N1CCN(c2ccc(F)cc2)CC1
 : i | 0.7 | -5.4* | i | i | -5 | i | i | i | i | -7
O=S(=O)(NCc1c(Cl)cccc1Oc1ccccc1)c1ccccc1
 : i | 0.4 | i | i | i | 2 | i | i | i | i | 0
NS(=O)(=O)c1cc(C(=O)N=Nc2c(O)[nH]c3ccccc23)ccc1Cl
 : i | 0.7 | i | i | i | -2 | i | i | i | i | 3
COc1ccc(/C=N/NC(=O)c2cccc(Br)c2)cc1COc1ccccn1
 : i | 0.5 | i | i | i | 7 | i | i | i | i | -1
CC(=O)c1cccc(NC(=O)c2ccc(N(C)S(=O)(=O)c3ccc(C)cc3)cc2)c1
 : i | 0.3 | i | i | i | -25 | i | i | i | i | -7
Cc1ccc(C)c(S(=O)(=O)NCCN2CCOCC2)c1
 : i | -1.1 | i | i | i | 20 | i | i | i | i | -1
CCCCCN1CN(S(=O)(=O)c2cccs2)c2nc3ccccc3nc21
 : i | 0.4 | i | i | i | 3 | i | i | i | i | 10

In another format: entries from further up.
O=C(CSc1ccc2nnc(CCNS(=O)(=O)c3ccccc3)n2n1)Nc1nc2ccccc2s1
  MrgX1 antagonist: i; HIF activator: -0.4; TRPC6 inh: i; TRPC4 block: i; MrgX1 PAM: i; Platelet DG rel: 5; RGS4 act: i; TRPC6 activator: i; MrgX1 agonist: i; RGS4 block: i; SKKanGAS inh: 6
CCn1c(CCc2ccccc2)n[nH]c1=S
  MrgX1 antagonist: i; HIF activator: 0.3; TRPC6 inh: i; TRPC4 block: i; MrgX1 PAM: i; Platelet DG rel: -5; RGS4 act: i; TRPC6 activator: i; MrgX1 agonist: i; RGS4 block: i; SKKanGAS inh: 2
Cc1ccc(C2C(C#N)=C(N)Oc3n[nH]c(-c4cccs4)c32)s1 (centres undefined)
  MrgX1 antagonist: i; HIF activator: 0.4; TRPC6 inh: i; TRPC4 block: i; MrgX1 PAM: i; Platelet DG rel: -2; RGS4 act: i; TRPC6 activator: i; MrgX1 agonist: i; RGS4 block: i; SKKanGAS inh: -1

From PubChem BioAssay
